From PubChem BioAssay
Eya2 phos inh: blocks the phosphatase activity of human Eya2. 330,000 tested, 0.006% active. O00167. Potency, µM (titrated, usually from 76.9 µM), without a hit: at the top dose activity, negative = inhibition, most hits filed as inhibitors. recombinant Eya2, OMFP fluorescence dephosphorylation (OMFP is methylfluorescein phosphate). AID 488837; further: potency means the concentration at half of the fitted maximal effect
Target sequence (O00167 whole entry, looked up): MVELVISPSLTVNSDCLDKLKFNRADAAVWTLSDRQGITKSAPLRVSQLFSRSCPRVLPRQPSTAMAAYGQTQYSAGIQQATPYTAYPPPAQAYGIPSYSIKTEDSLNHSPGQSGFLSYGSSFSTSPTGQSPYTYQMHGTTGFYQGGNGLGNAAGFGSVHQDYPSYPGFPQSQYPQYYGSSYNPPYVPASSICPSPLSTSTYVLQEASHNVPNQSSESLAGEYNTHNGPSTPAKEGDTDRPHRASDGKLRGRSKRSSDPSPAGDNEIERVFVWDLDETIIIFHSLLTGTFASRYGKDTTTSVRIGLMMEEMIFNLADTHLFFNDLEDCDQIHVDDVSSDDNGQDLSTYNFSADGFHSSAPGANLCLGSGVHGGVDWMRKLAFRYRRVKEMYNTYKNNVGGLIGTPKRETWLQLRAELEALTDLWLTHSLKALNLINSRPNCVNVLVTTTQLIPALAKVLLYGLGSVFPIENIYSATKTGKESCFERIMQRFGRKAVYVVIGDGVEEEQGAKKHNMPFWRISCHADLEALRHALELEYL
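Eya2 (0.2 uM) preincubated 10 min at ambient with compound, then OMFP substrate added at 50 uM; 10 min reaction in 50 mM HEPES pH 7.5, 50 mM NaCl, 5 uM MgCl2, 0.05% BSA, 1 mM DTT. Fluorescence read at Ex 485/Em 525 nm.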
uPA generation: cell surface uPA generation inhibition | cell surface uPA generation assay, qHTS | Potency, µM (top dose mostly 38.3 µM), for the others: at the top dose activity change, negative = inhibition, actives largely listed as inhibitors | 330,000 tested, 0.31% active | AID 540303; active means well fitted inhibition curve with a large enough effect; inconclusive means small, poorly fitted or top-dose-only effect; inactive means no such curve, though single readings can be large or run the other way; tested in mouse RAW 264.7 cells; further: potency means the concentration at half of the fitted maximal effect; nearly all actives have a fitted effect of over 55% in size
B2AR arrestin: recruits beta-arrestin to the human beta2-adrenergic receptor; P07550; 330,000 tested, 0.02% active; Potency, µM (highest dose often 46.1 µM), inactives show at the top dose activation, actives largely listed as activators; beta-arrestin recruitment to beta2AR, cell-based reporter;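 further: potency means the concentration at half of the fitted maximal effect; 0% = DMSO controls and full agonism = EC100 isoproterenol or metaproterenol; nearly all actives have a fitted effect of over 65% in size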
KCNH2 3.1 block: blocks the human KCNH2 3.1 channel isoform; 340,000 tested, 0.95% active; activity change, % (tested at about 1.8 µM); AID 720553; U2OS KCNH2 3.1, thallium flux FluxOr; hits give low values;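 active means maximum activity change below -70%; inconclusive means maximum activity change from -70% to -50%; inactive means maximum activity change above -50%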;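 further: thallium influx rate constant from kinetic fluorescence after stimulation buffer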
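We transduce U2OS cells with the mutant 3.1 virus, culture them overnight, load FluxOr with Red40 quencher for 45 min, then add stimulation buffer and read kinetically for 2 min to derive a normalized rate constant.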
Giardia killer: Giardia lamblia killing; 340,000 tested, 0.15% active; Giardia lamblia trophozoite viability; activity change, % at 7.66 µM, hits read low; AID 540267; in the data active means activity change below about -80%; inconclusive means between about -30% and that limit;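 further: parasites exposed to compound for two days anaerobically before the ATP read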
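Viability, read as ATP luminescence: trophozoites at 100 cells/well, compound added, 48 hrs anaerobic at 37 deg C, then 15-30 min room-temperature development before reading.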
USP2a block: blocks human ubiquitin-specific protease USP2a; 330,000 tested, 0.01% active; USP2 core, Ub-CHOP2 coupled fluorogenic reporter, 485/531; O75604; AID 463254; Potency, µM (top dose mostly 38.3 µM), for inactives: top-dose activity change, negative = inhibition, most hits filed as inhibitors;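 further: potency means the concentration at half of the fitted maximal effect; plate controls were DMSO wells for no effect and full inhibition by NEM control for full effect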
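Cell-free coupled assay: 10nM USP2 core preincubated 30min RT with compound in Tris-HCl pH 8.0/CaCl2/CHAPS buffer, then 25nM Ub-CHOP2 and 25nM reporter substrate; fluorescence (Ex 485/Em 531) read after 60min RT, normalized to NEM inhibition, concentration-response curves fitted.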
KCNH2 WT inh: blocks the wildtype human KCNH2 potassium channel; U2OS, BacMam KCNH2, thallium flux FluxOr; hits give low values; AID 720551; 340,000 tested, 0.37% active; Q12809; activity change, % at 1.84 µM;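 active means maximum activity change below -70%; inconclusive means maximum activity change between -70% and -50%; inactive means maximum activity change above -50%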
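U2OS cells transduced with wild-type KCNH2 virus are loaded with FluxOr dye for 45 min, and thallium flux is measured in kinetic reads before and after stimulation buffer. Rate constants are normalized to DMSO controls.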
GALK inh: galactokinase (human) inhibition | P51570 | Purified GALK, Kinase-Glo residual ATP luminescence | Potency, µM (series often up to 57.5 µM), inactives show at the highest dose activity change, negative = inhibition, actives largely listed as inhibitors | 270,000 tested, 0.007% active; further: potency means the concentration at half of the fitted maximal effect
Target sequence (P51570 whole entry, looked up): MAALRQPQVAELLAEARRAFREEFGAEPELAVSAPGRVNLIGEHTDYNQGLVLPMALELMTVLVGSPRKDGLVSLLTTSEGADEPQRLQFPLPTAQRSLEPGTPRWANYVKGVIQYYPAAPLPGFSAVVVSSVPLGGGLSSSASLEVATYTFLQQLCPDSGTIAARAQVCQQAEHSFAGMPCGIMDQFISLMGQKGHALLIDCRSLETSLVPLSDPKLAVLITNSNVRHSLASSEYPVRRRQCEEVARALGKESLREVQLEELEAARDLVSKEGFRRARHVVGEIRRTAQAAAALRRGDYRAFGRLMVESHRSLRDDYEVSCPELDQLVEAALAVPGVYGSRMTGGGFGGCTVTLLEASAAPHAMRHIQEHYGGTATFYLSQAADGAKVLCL
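Human GALK (5 nM) with 35 uM ATP and 100 uM galactose in 20 mM HEPES pH 8.0, 5 mM MgCl2, 60 mM NaCl, 1 mM DTT, 0.01% BSA. After 1 h at room temperature, leftover ATP was read by Kinase-Glo Plus luminescence.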
FBPA coupling cs: inhibits coupling enzyme system, counter-screen for aldolase hits | coupling enzyme system counterscreen, AmpLite Red fluorescence | AID 2472 | activity change, negative = inhibition, % at 58.2 µM, hits read low | 290,000 tested, 0.67% active; in the data active means activity change below about -30%
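Fluorescence at 525 nm excitation and 598 nm emission measured inhibition of the coupled detection system without aldolase. Compounds (at 57.5 uM final) were preincubated 10 min at room temperature with coupling enzyme reagent before a 20 min substrate/AmpLite Red step.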
PKM2 activator: PKM2 (human) enzyme activation; Potency, µM (series often up to 57.5 µM), inactives show at the highest dose activation, most hits filed as activators; 260,000 tested, 0.34% active; AID 1631; purified PKM2, Kinase-Glo ATP luminescence, activation; response scale: 0% is enzyme alone, no compound; further: potency means the concentration at half of the fitted maximal effect; nearly all actives have a fitted effect of over 55% in size
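Kinase-Glo luminescence reports ATP generated from ADP (0.1 mM) and PEP (0.5 mM) by purified hPK-M2 after 1 h at room temperature, pH 7.2 imidazole buffer; intermediate enzyme activity allows detecting inhibitors and activators.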
Chronic BCR inh: blocks chronic active B-cell receptor signaling | ABC-DLBCL IkBa-CBG/CBR reporter, luminescence ratio, 4 h | Potency, µM (titrated, usually from 46.1 µM), without a hit: at the top dose ratio change, negative = lower green/red ratio, hits mostly inhibitors | 340,000 tested, 0.05% active; active means well fitted inhibition curve with a large enough effect in the signal ratio, with a control signal flat, not every such curve was filed as active; inconclusive means small, poorly fitted or top-dose-only effect, or effect the other way, or a change in a side signal; the % refers to the signal ratio;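 further: potency means the concentration at half of the fitted maximal effect; plate controls were basal doxycycline-induced cells for no effect and cells given 10 µM MG132 for full effect; MG132 reads +100%, hits lower the ratio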
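Concentration-response series (up to 46 uM) were applied to TMD8 dual-reporter cells for 4 h at 37C with doxycycline. Green/red ratio, after filter-overlap correction, defined %Activity; red signal alone was normalised to basal cells and zero luminescence.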
An asterisk follows results filed as active; i = inactive; ? = inconclusive; · = not tested or not shown; [ ] = dose if it differs, or a comment. Unless noted, the call rests on the fitted dose curve; in most records, active means well fitted curve in the direction sought with a large enough effect; inconclusive means small, poorly fitted or top-dose-only effect, or another doubt; inactive means no such curve, though single readings can be large; an effect the other way counts as inactive or inconclusive. Unless noted, on the % scale 0 is the no-effect control and ±100 the full control effect.

SMILES	Eya2 phos inh	uPA generation	B2AR arrestin	KCNH2 3.1 block	Giardia killer	USP2a block	KCNH2 WT inh	GALK inh	FBPA coupling cs	PKM2 activator	Chronic BCR inh
Cc1ccc(C2=NN(C(=O)c3ccccc3F)C(c3ccccc3F)C2)cc1 (stereo not given)	-5%	-14%	0.1%	-5	3	-2%	0	·	-1	·	0%
Cc1ccc(S(=O)(=O)N2CN(Cc3ccco3)c3nc4ccccc4nc32)cc1C	-12%	17%	-0.6%	-13	-9	0%	-37	0%	6	18%	-11%
O=C(c1ccc(CS(=O)(=O)c2ccc(Br)cc2)o1)N1CCN(c2ccc(F)cc2)CC1	-2%	1%	-0.9%	-21	38[activator]	-3%	13	-2%	·	·	-10%
N#C/C(=C\c1ccccc1)C(=O)Nc1nncs1	11%	-3%	0.5%	-7	-1	0%	-12	·	4	-13%	-2%
COc1ccccc1OCCn1c(=S)[nH]c2ccccc21	-24%	-4%	-0.4%	8	5	2%	-29	-2%	-3	-2%[11.5 µM]	?
COC(=O)c1cccc(NC(=S)NCc2ccc(F)cc2)c1	3%	-1%	-0.1%	11	-6	2%	0	-2%	1	-3%	6%
CCN1C(=O)[C@H]2[C@@H](c3ccc(C)cc3)N3C(=O)N(c4ccccc4)C(=O)[C@@]3(C)[C@H]2C1=O	-9%	-5%	-0.5%	-1	2	4%	-19	·	0	0%	0%
CCOC(=O)CC(NC(=O)c1cc2cccc(OC)c2oc1=O)c1ccc(OC)cc1 (stereo not given)	-9%	-6%	-0.5%	14	28	0%	-3	1%	2	·	?
Cc1ccc(CNC(=O)Nc2ccc(C)cc2)cc1	-7%	16%	-0.3%	20	-25	1%	·	5%	3	-3%	8%
COCCn1c(=O)[nH]c2cc(C(=O)N3CCN(c4ccccc4OC)CC3)ccc2c1=O	15%	0%	0.1%	8	-11	1%	2	5%	1	?	11%
CCC(C)NC(=O)CN(C1CCCCC1)S(=O)(=O)c1ccc(F)cc1 (stereo not given)	-6%	9%	0.1%	2	0	-4%	-12	-2%	·	0%	1%
Cc1ccc(-c2nn3c(C)nnc3c3ccccc23)cc1S(=O)(=O)NC(C)c1ccccc1 (stereo not given)	5%	-6%	1.0%	-18	7	1%	5	1%	1	2%	3%
C=CCn1c(SCC(=O)N2CCOCC2)nc2scc(-c3ccco3)c2c1=O	-4%	3%	4.5%	38	36[activator]	-1%	22	6%	-8	14µM*	3%
CCOC(=O)CCCNC(=O)COC(=O)c1cccc(C)c1O	7%	-1%	-0.8%	3	15	?	2	-1%	1	-1%	?
Cc1nc2c(n1O)CCC/C2=N\O	-6%	-3%	0.7%	-4	-17	3%	-5	6%	1	1%	2%
Cc1cnc(C)c(N2CCC(C(=O)NCc3ccco3)CC2)n1	1%	-11%	0.2%	0	-1	4%	-4	4%	2	2%	2%
O=C(Cn1cc(C(F)(F)F)cc(Cl)c1=O)Nc1cc(Cl)cc(Cl)c1	-5%	-8%	0.0%	6	12	0%	-17	9%	0	4%	1%
COc1ccc(Oc2c(Cl)cnn(-c3ccc(C)cc3)c2=O)cc1	-34%	-7%	0.3%	-12	13	-1%	-2	0%	-2	0%	?
O=c1c(Cl)c(Cl)cnn1-c1ccccc1	-14%	3.5µM*	-0.3%	-6	8	-2%	3	-2%	-5	-4%	?
COc1ccccc1NC(=S)NC(NC(=O)C(C)C)C(Cl)(Cl)Cl (stereo not given)	11%	0%	0.4%	7	-18	-1%	6	6%	1	-11%	?
CC(C)(C)NC(=S)NCc1ccncc1	3%	-1%	0.5%	13	8	3%	i	1%	0	0%	-3%
COc1cccc(C(=O)NCCS(=O)(=O)N(C)Cc2ccccc2)c1	8%	2%	0.0%	-10	-9	-1%	1	·	·	·	-10%
CC(=O)Nc1cccc(C(=O)OCc2ccccc2)c1	-20%	-1%	0.1%	-10	9	0%	8	2%	0	-11%	-13%
O=C(N=Nc1c(O)n(C2OC(=O)c3ccccc32)c2ccccc12)c1ccc(O)cc1 (stereo not given)	-3%	1%	-0.4%	-14	8	-1%	-7	-2%	1	-1%	?
Cc1cc(C(=O)NC(C)C)on1	-6%	·	0.3%	-4	-4	-2%	30	0%	3	-15%	0%
Next section
SMILES	Eya2 phos inh	uPA generation	B2AR arrestin	KCNH2 3.1 block	Giardia killer	USP2a block	KCNH2 WT inh	GALK inh	FBPA coupling cs	PKM2 activator	Chronic BCR inh
COc1ccc(OC)c(NC(=O)CSc2nnc(C)n2Cc2ccccc2)c1	-7%	-6%	0.2%	-14	-17	1%	1	1%	0	6%	3%
Cc1ccc(-c2cc(=O)c3ccc(F)cc3[nH]2)cc1	-12%	?	-0.2%	13	-23	-2%	9	-2%	-2	-1%	-24%
Cc1sc(N/N=C/c2cccs2)nc1-c1ccccc1	-13%	7%	-0.1%	0	10	1%	1	1%	0	1%	?
CCC(=O)N(CC)c1nc(-c2cc(OC)ccc2OC)cs1	5%	7%	0.0%	1	-4	-2%	0	-4%	-7	-11%	16%
CCN(C(=O)CCNC(=O)Cn1cnc2ccccc2c1=O)c1cccc(Cl)c1	0%	1%	0.0%	7	12	0%	-8	0%	1	0%	0%
C[C@H]1COC(=O)[C@@H](Cc2ccc(F)cc2)CC/C=C/C[C@H](CC(=O)N(CCO)Cc2ccccc2)C(=O)N1	-14%	15%	-0.2%	·	4	2%	·	·	·	·	2%
O=C(Nc1cccc(NC(=O)c2ccccc2)n1)c1ccccc1	3%	0%	0.3%	3	22	0%	-12	-6%	2	-2%	?
COc1cccc(CNC(=O)Cc2ccc(-n3c(=O)[nH]c4ccccc4c3=O)cc2)c1	-7%	-6%	-0.2%	1	18	1%	18	·	6	-1%	?
CCOc1ccc(CNC(=O)C(CC)n2nc(C)n3c(cc4occc43)c2=O)cc1OC (stereo not given)	-12%	5%	0.0%	12	-3	2%	-1	2%	2	1%	?
COc1ccc(NC(=O)CN(C)C(=O)c2c(C)nn(Cc3ccccc3)c2C)cc1	2%	2%	0.0%	-9	9	2%	-1	·	·	·	-3%
Cc1nc([N+](=O)[O-])c(Br)n1CC(=O)c1ccccc1	11%	-18%	4.2%	12	-9	0%	1	-1%	3	2%	-4%
Cc1ccc(-n2nc(C)cc2N)c(C)c1	7%	-2%	0.0%	-23	-21	2%	-1	1%	2	-1%	?
CCc1cc2c(SCC(=O)NC(=O)c3cccn3C)ncnc2s1	5%	-2%	0.1%	-15	34[activator]	0%	1	0%	-1	0%	-5%
O=C1N/C(=C\c2ccsc2)C(=O)N1Cc1ccc(F)cc1	2%	-1%	0.4%	11	-26	5%	14	-2%	3	-7%	7%
O=C(COC(=O)CNC(=O)c1ccc(Br)o1)Nc1ccc2c(c1)OCCO2	5%	4%	0.0%	-8	-9	-2%	-4	-1%	0	1%	1%
CC1(C)CC(=O)C2=C(C1)Nc1ccccc1NC2c1nc2ccccc2[nH]1 (stereo not given)	2%	6%	0.0%	-5	-20	-2%	-28	2%	-1	10%	2%
COc1ccccc1N1C(=O)CC(Sc2ncccc2C(=O)O)C1=O (stereo not given)	-7%	0%	-0.5%	-9	-6	-1%	-4	-2%	3	1%	-12%
CC(CC(=O)C1C(C)C=CCC1(C)C)NNC(N)=O (stereo not given)	6%	-3%	0.1%	3	-18	0%	2	-3%	1	-4%	?

In another format: results already given
Second line of a record: Eya2 phos inh, uPA generation, B2AR arrestin, KCNH2 3.1 block, Giardia killer, USP2a block, KCNH2 WT inh, GALK inh, FBPA coupling cs, PKM2 activator, Chronic BCR inh
CCC(=O)N(CC)c1nc(-c2cc(OC)ccc2OC)cs1
    5%, 7%, 0.0%, 1, -4, -2%, 0, -4%, -7, -11%, 16%
CCN(C(=O)CCNC(=O)Cn1cnc2ccccc2c1=O)c1cccc(Cl)c1
    0%, 1%, 0.0%, 7, 12, 0%, -8, 0%, 1, 0%, 0%
C[C@H]1COC(=O)[C@@H](Cc2ccc(F)cc2)CC/C=C/C[C@H](CC(=O)N(CCO)Cc2ccccc2)C(=O)N1
    -14%, 15%, -0.2%, ·, 4, 2%, ·, ·, ·, ·, 2%
O=C(Nc1cccc(NC(=O)c2ccccc2)n1)c1ccccc1
    3%, 0%, 0.3%, 3, 22, 0%, -12, -6%, 2, -2%, ?

Limited to KCNH2 WT inh (two entries from above):
smiles | KCNH2 WT inh
COc1ccc(NC(=O)CN(C)C(=O)c2c(C)nn(Cc3ccccc3)c2C)cc1 | -1
Cc1sc(N/N=C/c2cccs2)nc1-c1ccccc1 | 1
